procasp3 activ: procaspase-3 (human) activation | recombinant procaspase-3 D3A, Ac-DEVD-pNA absorbance 405 nm | hit rate 0.11% among 330,000 | activation, % at 8.5 µM | P42574 | AID 463141;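 active = activation above the mean of all tested compounds plus 3 SD, cut at about 21% in these data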;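 note: 0% = DMSO alone and 100% = DMSO wells spiked with extra 5 µM PC-3 D3A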
Target sequence (P42574 whole entry D9A/D28A/D175A): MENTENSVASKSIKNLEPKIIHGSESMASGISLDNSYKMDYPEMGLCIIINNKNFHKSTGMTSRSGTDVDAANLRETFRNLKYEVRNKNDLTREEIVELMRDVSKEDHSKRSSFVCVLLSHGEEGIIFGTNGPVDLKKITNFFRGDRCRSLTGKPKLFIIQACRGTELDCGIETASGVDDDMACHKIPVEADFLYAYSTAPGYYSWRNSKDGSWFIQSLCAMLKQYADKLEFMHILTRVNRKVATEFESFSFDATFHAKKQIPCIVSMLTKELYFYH
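System: Procaspase-3 D3A mutant. Medium: Zinc-free 300 mM NaCl, 50 mM HEPES, 0.01% Triton X-100. Schedule: 1 h preincubation plus 2 h reaction at 25 °C. Measured by: 405 nm absorbance of p-nitroaniline, reads at 0 and 120 min. Read-out: percent activation relative to control range.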
PAFAH2 inh: PAFAH2 (human) inhibition. recombinant PAFAH2, FP-rhodamine activity probe, fluorescence polarization. inhibition, % at 3.39 µM. hit rate 0.99% among 340,000. AID 492956;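 active = inhibition above the mean over all tested compounds plus 3 SD, cut at about 30% in these data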;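 note: inhibitors block probe labeling of enzyme so polarization drops; 0% = enzyme with DMSO and 100% = wells lacking PAFAH2 protein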
AHR activator: activators of human aryl hydrocarbon receptor; AHR-responsive luciferase reporter cells, luminescence; activation, % at 5 µM; hit rate 2.5% among 320,000; AID 2796; in the data active = activation above about 47%;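 note: 0% = vehicle wells and 100% = reference agonist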
PP5 inh: PP5 (human) phosphatase inhibition; P53041; purified PP5c, OMFP substrate fluorescence; inhibition, % at 6.7 µM; hit rate 0.18% among 320,000; AID 1987;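 active = inhibition above the campaign's mean inhibition across all tested compounds plus 3 SD, cut at about 9.5% in these data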;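 note: 0% = DMSO only and 100% = 100 µM cantharidin control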
Target sequence (P53041 whole entry, looked up): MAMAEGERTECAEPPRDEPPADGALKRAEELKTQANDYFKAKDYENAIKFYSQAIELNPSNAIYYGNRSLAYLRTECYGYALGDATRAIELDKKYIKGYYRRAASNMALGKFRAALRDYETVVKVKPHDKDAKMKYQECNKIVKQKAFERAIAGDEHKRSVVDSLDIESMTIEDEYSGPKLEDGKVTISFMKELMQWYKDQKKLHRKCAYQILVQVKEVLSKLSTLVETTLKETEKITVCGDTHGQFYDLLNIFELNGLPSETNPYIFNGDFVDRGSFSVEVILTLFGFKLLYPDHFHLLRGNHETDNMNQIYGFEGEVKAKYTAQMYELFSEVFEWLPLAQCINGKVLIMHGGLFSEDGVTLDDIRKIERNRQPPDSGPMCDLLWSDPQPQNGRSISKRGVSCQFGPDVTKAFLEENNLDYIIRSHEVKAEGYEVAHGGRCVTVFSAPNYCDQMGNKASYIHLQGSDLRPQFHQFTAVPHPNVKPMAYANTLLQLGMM
procasp7 counter: counter-screen for procaspase-3 activators: activators of human procaspase-7. hit rate 0.093% among 330,000. P55210. activation, % at 8.5 µM. AID 463210. recombinant procaspase-7, Ac-DEVD-pNA absorbance 405 nm; D23A/D198A/D206A triple mutant, cannot self-cleave; scale: DMSO 0, 5 µM enzyme 100;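 active = percent activation above the screen-wide mean plus 3 SD, cut at about 25% in these data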
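System: Uncleavable procaspase-7 mutant enzyme; Amount: 2 µM procaspase-7 mutant as dispensed; Schedule: 1 h compound preincubation, 2 h substrate cleavage, 25 °C; Measured by: 405 nm absorbance of p-nitroaniline; Evaluation: percent activation from buffer-corrected 0–120 min absorbance change; Control set: low DMSO alone, high DMSO plus 5 µM PC-7.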
HCV core dimer: blocks dimerization of HCV core protein | TR-FRET GST/Flag-core106 dimerization, 1536-well | inhibition, % at 5 µM | hit rate 0.33% among 300,000 | AID 1899;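 active = inhibition above the mean of all tested compounds plus 3 SD, set per screening campaign, cut at about 45% in these data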
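Assay system: Tagged HCV core106 pair (GST and Flag) | Buffer or medium: KF-containing HEPES buffer, pH 7.45, DTT, CHAPS, BSA | Also added: Eu donor and XL665 acceptor anti-tag antibodies | Dosing: One concentration, 5 µM, in 0.5% DMSO | Timing: 4 h at 22.5 °C | Technique: TR-FRET 671 and 617 nm emission | Repeats: Singlicate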
CTSL1 counter: blocks F. hepatica cathepsin L1 in PFM18AAP counter-screen | recombinant F. hepatica cathepsin L1, Z-Leu-Arg-MCA fluorescence | inhibition, % at 5.96 µM | hit rate 0.49% among 300,000;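 active = inhibition above the mean of all tested compounds plus 3 SD, set per screening campaign, cut at about 17% in these data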;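 note: 0% = plate median of test compound wells and 100% = 1 µM Z-Phe-Ala-diazomethylketone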
TPT1 inhibitor: blocks Candida albicans tRNA 2'-phosphotransferase; AID 1962; inhibition, % at 5 µM; recombinant caTPT1, FP RNA substrate dephosphorylation; hit rate 0.81% among 300,000;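 active = inhibition above the mean of all tested compounds plus 3 SD, set per screening campaign, cut at about 24% in these data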;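 note: plate controls were DMSO alone for no effect and ferristatin control at 100 nM for full effect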
PP1 counter: PP1-alpha (human) inhibition in PP5 counter-screen; P62136; purified PP1alpha, OMFP fluorescence; inhibition, % at 6.7 µM; hit rate 0.9% among 320,000; AID 2235;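 active = inhibition above the mean inhibition of all tested compounds plus 3 SD, computed separately for each screening campaign, cut at about 15% in these data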
The depositor's hits bear a star; . = not tested or not shown.

cpd	SMILES	procasp3 activ	PAFAH2 inh	AHR activator	PP5 inh	procasp7 counter	HCV core dimer	CTSL1 counter	TPT1 inhibitor	PP1 counter
1	O=C(C1=C[C@@H](C2CC2)C[C@@H](OCCCCO)O1)N1CCN(Cc2ccc3c(c2)OCO3)CC1	10	-2	1	2.5	-6	-7	-2	-6	2
2	CC(CNS(=O)(=O)c1ccc(Cl)cc1)n1cncn1 (stereo unspecified)	6	2	-1	-1.6	8	-1	-3	2	-5
3	CCOC(=O)N1CCc2c(sc(NC(=O)C3COc4ccccc4O3)c2C(N)=O)C1 (stereo unspecified)	-1	-5	1	1.7	5	1	0	-2	0
4	CC(C)(C)c1ccc(C(=O)NNc2cc(N3CCOCC3)nc(N3CCOCC3)n2)cc1	7	3	1	1.9	-2	6	-3	-1	3
5	CCC(C)NS(=O)(=O)c1ccc(OCC(=O)Nc2ccc3c(c2)OCO3)cc1 (stereo unspecified)	8	1	2	2.7	4	-1	-2	-1	-4
6	O=C(CC(NS(=O)(=O)c1ccc(Cl)cc1)c1ccco1)NCc1ccco1 (stereo unspecified)	-8	7	0	0.4	-12	-9	-3	-2	5
7	O=C(NCCN1CCOCC1)c1ccc2c(c1)N(Cc1c(F)cccc1Cl)C(=O)c1ccccc1S2	9	3	5	2.5	4	2	-6	-3	-2
8	O=c1nc2ccccc2c2n1CC(CN1CCN(c3cccc(Cl)c3)CC1)N2 (stereo unspecified)	0	-3	-2	0.0	-1	2	-5	-3	-2
9	CC(=O)c1ccc(OCc2cc(C(=O)NC(C)CCn3cccn3)no2)cc1 (stereo unspecified)	7	-1	3	-1.8	-4	0	1	0	-2
10	COc1ccccc1N1CCN(S(=O)(=O)c2ccccc2)CC1	-4	2	3	-1.9	-4	-1	-1	0	-4
11	O=C(N1CCOCC1)n1cnc2ccccc21	-4	-2	8	0.8	4	-5	0	1	0
12	CC(C)(CCl)C(=O)Nc1ccc(Sc2ccc(F)cc2)cc1	0	2	1	1.6	10	0	1	1	6
13	CNc1ccccc1C(=O)OCC(=O)Nc1ccc2c(c1)OCO2	-3	30	6	0.6	-1	18	-1	1	0
14	COc1cccc(C2C(C(N)=O)=C(C)Nc3nc(CCCO)nn32)c1OC (stereo unspecified)	3	3	1	1.2	14	-4	3	0	-5
15	CCCn1c(C)cc(-c2csc(N)n2)c1C	-6	4	-2	3.8	-6	2	-2	6	7
16	CCOC(=O)C1CCCN(C(=O)c2cccs2)C1 (stereo unspecified)	1	2	2	1.9	-5	-4	2	-1	1
17	CCOC(=O)C1CCN(Cc2cc(=O)n3c(-c4ccccc4)csc3n2)CC1	2	-3	3	-1.5	8	35	1	0	2
18	Cc1cc(S(=O)(=O)N2CCCC2)ccc1OCC(=O)Nc1ccc(C(N)=O)cc1	0	3	-2	0.0	-1	.	.	.	1
19	COc1ccccc1OCCCOc1cccc(/C=C2\SC(=O)NC2=O)c1	5	2	36	2.0	1	12	3	-3	16*
20	O=S(=O)(c1ccccc1)N(CC(O)CN1CCCC1)c1ccccc1 (stereo unspecified)	8	-10	0	0.9	-8	-12	-3	0	1
21	Cc1ccc(-n2c(Cc3cccn3C)nnc2SCC(=O)N2CCN(c3ccccc3)CC2)cc1	0	0	2	1.5	-1	8	4	1	5
22	Cc1ccc(CN(C(=O)c2ccco2)C2CCS(=O)(=O)C2)cc1 (stereo unspecified)	-1	-2	-2	2.6	-7	0	0	-2	-1
23	CCCNC(=O)C(Cc1cccc(Cl)c1)NC(=O)c1ccc(C#N)cc1 (stereo unspecified)	0	6	-1	-1.6	17	.	.	.	-3
24	C(=N\n1cnnc1)/c1nc2ccccc2[nH]1	-2	-1	27	-2.6	2	-2	2	-2	2
25	Cc1sc2ncnc(N3CCC(C(=O)Nc4nc5ccc(Cl)cc5s4)CC3)c2c1C	-9	6	13	-1.8	-7	-1	4	-3	0
26	Cc1cc(NC(=O)C(C)SCC(=O)Nc2ccc(SC(F)F)cc2)no1 (stereo unspecified)	3	2	3	3.6	4	-4	3	1	-3
27	CC1CCCC(NC(=O)c2ccc3c(SCC(=O)O)c4c(nc3c2)CCC4)C1C (stereo unspecified)	-1	16	-1	0.1	-2	15	4	3	-1
28	O=S(=O)(c1ccc(OCC(O)CN2CCC(Cc3ccccc3)CC2)cc1)N1CCOCC1 (stereo unspecified)	6	1	1	0.2	-1	2	-5	2	-3
29	CCc1ccc(NC(=O)C2CCN(S(=O)(=O)c3c(C)noc3C)CC2)cc1	-1	-1	6	1.9	2	0	1	-3	-2
30	COCCCN1C(=O)c2ccc(C(=O)Nc3ccc(OC)cc3OC)cc2C1=O	-2	1	7	3.5	15	-1	0	5	-3
31	O=C(CSc1nnc(-c2ccc(Cl)cc2)n1CC1CCCO1)NC1CCS(=O)(=O)C1 (stereo unspecified)	8	3	3	0.1	7	1	-4	-1	-2
32	CCCCOc1ccc(-c2nnn(C(C)C(=O)OCC)n2)cc1 (stereo unspecified)	6	-2	-1	3.7	9	-2	4	0	-3
33	Cc1cnc(C(=O)OCC(=O)Nc2ccc(Br)c(C)c2)cn1	-5	1	2	-1.9	7	.	.	.	-1
34	COc1cc(/C=C/C(=O)O[C@H]2[C@H](O[C@@H]3O[C@@H](C)[C@H](O)[C@@H](O)[C@H]3O)[C@@H](O)[C@H](OCCc3ccc(O)c(OC)c3)O[C@@H]2CO)ccc1O	11	0	0	.	2	.	.	.	.
35	CCOc1ccc(NC(=O)c2ccc(NC(=O)C3CCCO3)cc2)cc1 (stereo unspecified)	-5	2	5	-1.5	0	1	0	2	-1
36	CCOC(=O)c1oc2ccccc2c1COC(=O)CNC(=O)c1ccccc1	1	4	0	-0.3	4	3	-6	-2	-3
37	Cc1c(Cl)cccc1NC(=O)CNC(=O)c1cn(-c2ccccc2)nc1-c1cccnc1	10	1	4	0.2	8	.	.	.	6
38	O=C(CCN1CCCCC1=O)NC1CCCc2c1cnn2-c1ccccc1F (stereo unspecified)	4	4	-1	-1.7	8	-3	0	0	-1
39	COc1ccccc1NC(=O)CS(=O)(=O)c1cn(CC(=O)N(C(C)C)C(C)C)c2ccccc12	-3	2	-2	0.9	-1	7	1	-3	0
40	Cc1cccc(N2CCN(C(=O)N3CCCCC3)CC2)c1C	-3	23	-2	1.7	2	-1	0	0	-4

Shown in transposed form: 5 of the compounds above
#36 CCOC(=O)c1oc2ccccc2c1COC(=O)CNC(=O)c1ccccc1
#37 Cc1c(Cl)cccc1NC(=O)CNC(=O)c1cn(-c2ccccc2)nc1-c1cccnc1
#38 O=C(CCN1CCCCC1=O)NC1CCCc2c1cnn2-c1ccccc1F (stereo unspecified)
#39 COc1ccccc1NC(=O)CS(=O)(=O)c1cn(CC(=O)N(C(C)C)C(C)C)c2ccccc12
#40 Cc1cccc(N2CCN(C(=O)N3CCCCC3)CC2)c1C

screen / no.	36	37	38	39	40
procasp3 activ	1	10	4	-3	-3
PAFAH2 inh	4	1	4	2	23
AHR activator	0	4	-1	-2	-2
PP5 inh	-0.3	0.2	-1.7	0.9	1.7
procasp7 counter	4	8	8	-1	2
HCV core dimer	3	.	-3	7	-1
CTSL1 counter	-6	.	0	1	0
TPT1 inhibitor	-2	.	0	-3	0
PP1 counter	-3	6	-1	0	-4

Single records (already shown). Values in the order: procasp3 activ, PAFAH2 inh, AHR activator, PP5 inh, procasp7 counter, HCV core dimer, CTSL1 counter, TPT1 inhibitor, PP1 counter
Cc1cnc(C(=O)OCC(=O)Nc2ccc(Br)c(C)c2)cn1 across the screens: -5, 1, 2, -1.9, 7, ., ., ., -1
Cc1c(Cl)cccc1NC(=O)CNC(=O)c1cn(-c2ccccc2)nc1-c1cccnc1 across the screens: 10, 1, 4, 0.2, 8, ., ., ., 6

Carrying on:
cpd	SMILES	procasp3 activ	PAFAH2 inh	AHR activator	PP5 inh	procasp7 counter	HCV core dimer	CTSL1 counter	TPT1 inhibitor	PP1 counter
41	Cc1c(NC(=O)Nc2cccc(C(F)(F)F)c2)c(=O)n(-c2ccccc2)n1C	4	2	20	2.1	8	-4	0	-3	-5
42	CCN(CC)S(=O)(=O)c1ccc(-c2nnc(SCC(=O)Nc3nnc(C)s3)n2CC)cc1	-1	-10	1	-2.8	9	1	-1	-1	-3
43	CN(c1ccc(C(=O)NCc2ccncc2)cc1)S(=O)(=O)c1ccc(Cl)cc1	5	-7	1	2.0	-1	-9	6	-1	-2
44	O=C(Nc1ccccc1)c1ccc2c(c1)OCCCO2	0	-5	-2	1.9	-8	3	-1	0	-3
45	Cc1cc(N2CCN(c3ccc(F)cc3)CC2)nc2cc(O)ccc12	10	5	98*	0.9	9	0	-2	0	-1
46	CCCn1c(C2CC(=O)N(c3cc(OC)ccc3OC)C2)nc2ccccc21 (stereo unspecified)	6	1	5	-1.6	2	-1	-5	0	-1
47	CCOC(=O)c1sc(NNC(=O)c2ccc(C)cc2)nc1C	-10	2	10	2.6	-6	1	-3	1	-4
48	Cc1ccc(NC(=O)Cn2nnc(-c3ccccc3NC(=O)c3cccs3)n2)cc1	-6	-62	24	3.7	7	27	0	0	-1

4 of the entries above in order of their number in procasp3 activ, highest first.
cpd	SMILES	procasp3 activ	PAFAH2 inh	AHR activator	PP5 inh	HCV core dimer	TPT1 inhibitor
46	CCCn1c(C2CC(=O)N(c3cc(OC)ccc3OC)C2)nc2ccccc21 (stereo unspecified)	6	1	5	-1.6	-1	0
43	CN(c1ccc(C(=O)NCc2ccncc2)cc1)S(=O)(=O)c1ccc(Cl)cc1	5	-7	1	2.0	-9	-1
48	Cc1ccc(NC(=O)Cn2nnc(-c3ccccc3NC(=O)c3cccs3)n2)cc1	-6	-62	24	3.7	27	0
47	CCOC(=O)c1sc(NNC(=O)c2ccc(C)cc2)nc1C	-10	2	10	2.6	1	1

Bioassay records deposited in PubChem BioAssay by The Scripps Research Institute Molecular Screening Center.

Not a hit list, and some 5.6% of all compounds hit somewhere here.
